N370S GC mod: inhibits or activates N370S mutant glucocerebrosidase. P04062. N370S GC spleen homogenate, 4MU-glucoside fluorescence. Potency, µM (titrated, usually from 59.4 µM), for the others: at the top dose activity change, negative = inhibition, usual class: inhibitors. 0.092% of 330,000 active. AID 2101;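 further: 0% = full enzyme activity and -100% = no enzyme basal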
KAT2A inh: GCN5L2 (KAT2A) acetyltransferase inhibition. 0.21% of 390,000 active. AID 504327. Potency, µM (titrated, usually from 58.9 µM), for the others: at the top dose activity change, negative = inhibition, actives largely listed as inhibitors. Q92830. GCN5L2 HAT assay, ThioGlo1 CoA-SH fluorescence
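Fluorescence readout, Ex340nm/Em540nm: ThioGlo1 (50uM final) reacts with free CoA thiol released as 20nM GCN5L2 acetylates H3(1-25) peptide (75uM) using acetyl-CoA (70uM). Compound and enzyme sat 15 min beforehand; 20 min room-temperature reaction.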
FEN1 inhibitor: human FEN1 inhibition | Potency, µM (top dose mostly 114 µM), for inactives: at the top dose activity change, negative = inhibition, most hits filed as inhibitors | AID 588795 | Recombinant FEN1 flap cleavage, fluorescence, 15 min | 0.35% of 390,000 active | P39748; further: nearly all actives have a fitted effect of over 65% in size
Target sequence (P39748 whole entry, looked up): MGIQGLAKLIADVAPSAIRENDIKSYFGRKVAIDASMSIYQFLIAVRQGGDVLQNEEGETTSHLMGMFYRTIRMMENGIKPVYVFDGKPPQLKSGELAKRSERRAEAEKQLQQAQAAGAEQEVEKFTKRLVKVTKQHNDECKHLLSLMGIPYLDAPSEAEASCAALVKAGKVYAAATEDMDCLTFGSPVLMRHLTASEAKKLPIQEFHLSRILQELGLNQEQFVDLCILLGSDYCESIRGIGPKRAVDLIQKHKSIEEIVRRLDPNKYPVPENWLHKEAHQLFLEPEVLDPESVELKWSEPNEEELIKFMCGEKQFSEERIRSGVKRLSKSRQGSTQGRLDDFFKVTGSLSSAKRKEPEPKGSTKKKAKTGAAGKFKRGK
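Enzyme 10 nM, 15 min RT preincubation with compound; start with substrate 50 nM final; reads at 0 and 15 min; qHTS titration, four-parameter Hill fit.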
An asterisk follows results filed as active; ? = inconclusive; . = no result given; & = joins results of further samples. The call rests on the fitted dose curve; in most records, active means well fitted curve in the direction sought with a large enough effect; inconclusive means small, poorly fitted or top-dose-only effect, or another doubt; inactive means no such curve, though single readings can be large; an effect the other way counts as inactive or inconclusive. Unless noted, on the % scale 0 is the no-effect control and ±100 the full control effect; potency means the concentration at half of the fitted maximal effect.

SMILES	N370S GC mod	KAT2A inh	FEN1 inhibitor
CCCN(CC(=O)Nc1cc(Cl)ccc1Cl)C(=O)c1ccccc1SCC(=O)N1CCCC1	-8%	-12%	-4%
CCOc1cc(N2CCOCC2)c(OCC)cc1NC(=O)Cc1ccc(OC)c(OC)c1	2%	-3%	-9%
Cc1cc(Nc2ccccc2)nc(N2CCN(C(=O)c3ccc4c(c3)OCO4)CC2)n1	?	-6%	-3%
Cc1ccc(Cl)cc1N1CCN(S(=O)(=O)c2c(C)[nH]c(=O)[nH]c2=O)CC1	-6%	3%	-4%
CN1CCCC(C#CC(O)(c2ccccc2)c2ccccc2)C1 (stereo not drawn)	4%	-17%	-1%
O=C(NCCOc1ccccc1)c1n[nH]c(=O)c2ccccc12	9%	1%	-7%
CSc1nnc(Cn2c(=O)sc3ccccc32)n1-c1ccccc1	5%	-6%	-8%
Cc1c(NC(=S)NC(=O)CSc2ccc(Cl)cc2)cccc1C(=O)O	-3%	0%	0%
CC(=O)N1CCc2cc(S(=O)(=O)CCC(=O)N3CCC(C)CC3)ccc21	-5%	-4%	-2%
O=C(O)c1ccccc1C(=O)Nc1n[nH]c(=S)s1	-5%	18µM*	-1%
O=C(Nc1cc2c3c(c1)CC(=O)N3CCC2)c1ccc(Br)cc1	-1%	-2%	-6%
CCOc1ccccc1C1N=C(c2ccc(OC)cc2)CC(c2ccccc2O)N1 (stereo not drawn)	15%	-7%	-14%
CC(C)c1ccccc1N=C1SCCCN1C(=O)c1cccc(N2C(=O)CCC2=O)c1	-2%	-6%	-3%
CCOC(=O)c1ccc(NC(=O)COc2coc(CN3CCc4ccccc43)cc2=O)cc1	9%	-11%	4%
CC(C)CCNC(=O)C(c1ccco1)N(Cc1ccc(F)cc1)C(=O)c1snc(C(N)=O)c1N (stereo not drawn)	-5%	-6%	-18%
CCOC(=O)C1(CC)NC(c2ccc(N(C)C)cc2)C2C(=O)N(C)C(=O)C21 (stereo not drawn)	22%	-3%	8%
CNC(=S)Nc1ccc(C)c(NC(=S)NC)c1	1%	-2%	1%
O=C(c1cnn(-c2ccc(Cl)cc2)c1)c1ccccc1O	2%	-3%	-11%
COc1ccc(C(=O)OCC(=O)c2ccc3[nH]c(=O)[nH]c3c2)c(OC)c1OC	.	1%	-4%
Cc1cccc(C)c1OCc1nnc(NC(=O)CSc2ccc(Cl)cc2)s1	-4%	2%	25%
COc1cccc(NS(=O)(=O)c2c(C(=O)N3CCCCCC3)c(C)n(C)c2C)c1	-22%	-16%	6%
COc1ccc(OC)c(C(C)NC(=O)Cn2c(=O)cc(C)c3c(C)nn(-c4ccc(C)cc4)c32)c1 (stereo not drawn)	.	-5%	-10%
CCCCN(CC)CCNC(=O)Cn1cnc2sc(C)c(S(=O)(=O)N3CCN(c4ccccc4OC)CC3)c2c1=O	.	1%	-13%
CC(C)c1nc2scc(-c3ccc(Cl)cc3)c2c(=O)n1N	3%	-5%	-18%
CCCNC(=O)C1CC(=O)N(c2ccc(OCc3ccc(Cl)cc3)cc2)C1 (stereo not drawn)	-1%	-8%	1%

Brought forward from above: 2 compounds; new compounds follow.
SMILES	N370S GC mod	KAT2A inh	FEN1 inhibitor
CC(C)c1nc2scc(-c3ccc(Cl)cc3)c2c(=O)n1N	3%	-5%	-18%
CCCNC(=O)C1CC(=O)N(c2ccc(OCc3ccc(Cl)cc3)cc2)C1 (stereo not drawn)	-1%	-8%	1%
Nc1ccc2oc(-c3ccccc3Br)nc2c1	.	2%	-13%
C=CCn1c(SCC(N)=O)nnc1-c1cccc(Br)c1	-2%	-2%	-1%
O=C(C[n+]1cccc2ccccc21)c1ccccc1	12%	0%	-8%
Cc1ccc(S(=O)(=O)c2cn(C)c3cc(N4CCN(c5ccccc5)CC4)c(F)cc3c2=O)cc1	.	-2%	20%
O=C(/C=C/c1cn(CC(O)CN2CCCCCC2)c2ccccc12)c1cccs1 (stereo not drawn)	-10%	-10%	?
Cc1nn(C)c(C)c1S(=O)(=O)N(CC(=O)Nc1ccc(F)cc1F)c1ccc(C(C)C)cc1	.	1%	9%
CCn1cc(C(=O)OCC(=O)Nc2cccc(C)c2)c(=O)c2ccc(C)nc21	-1%	1%	-15%
CC(=O)N(C(C)=O)c1nc(-c2ccccc2)cn1/N=C/c1cccc([N+](=O)[O-])c1	-8%	3%	?
CCCSc1nc(C)c(CC(=O)OCC)c(=O)[nH]1	8%	4%	2%
CC1(C)C(c2ccccc2)=NC(c2ccc(Br)cc2)N1O (stereo not drawn)	-13%	3%	-2%
Cc1cc(NC(=O)Nc2c[nH]c(=O)[nH]c2=O)ccc1Br	-5%	-3%	?
CC(C)C(=O)Nc1ccc(-c2nnc(-c3ccccc3)o2)cc1	0%	-4%	-7%
Cc1nc2sc(C)c(C)n2c(=O)c1S(=O)(=O)N1CCN(c2ccccc2F)CC1	.	-2%	1%
CCC1(CC)C(=O)C2=C3C1[C@H](C(=O)OC)CC(C(=O)OC)C[C@H]3[C@H]1C(=O)N(c3ccccc3)C(=O)[C@H]1[C@H]2C (stereo partly drawn)	5%	.	13%&-15%
C/C(=N\O)C(=O)C(CN1CCCCC1)CN1CCCCC1	-3%	-19%	-1%
CCOc1ccccc1N(CC)C(=O)Nc1cn(C)c(=O)c2ccccc12	.	-2%	-6%
CC(=O)Nc1ccc(S(=O)(=O)N[C@@H](C)C(=O)NC2CCCc3ccccc32)cc1 (stereo partly drawn)	.	-1%	-5%
COc1ccc(-c2nn(-c3ccccc3C)cc2CNC(C)Cn2cncn2)cc1F (stereo not drawn)	-5%	-2%	-9%
COc1ccc2cc(C(=O)NCc3ccccc3)[nH]c2c1	-6%	-1%	-4%
CSc1ccccc1NC(=O)Cc1ccccc1[N+](=O)[O-]	0%	4%	16%
FC(F)(F)c1cccc(OCc2nnc3n2CCC3)c1	-8%	1%	-3%
Cc1cc(C)nc(OC(C(=O)O)C(OCc2ccccc2)(c2ccccc2)c2ccccc2)n1 (stereo not drawn)	-1%	-5%	-4%
COC(=O)c1cc(CSc2nc3ccc(C)cc3[nH]2)oc1C	2%	3%	-1%
CC1Cc2ccccc2N1C(=O)CN1C(=O)C(=O)N(Cc2ccccc2)C1=O (stereo not drawn)	1%	-15%	-10%
Cc1cccc(NC(=S)N2CCN(C(=O)C3CCCO3)CC2)c1 (stereo not drawn)	5%	-4%	4%

Printed as active in KAT2A inh (from the list above):
SMILES	N370S GC mod	KAT2A inh	FEN1 inhibitor
O=C(O)c1ccccc1C(=O)Nc1n[nH]c(=S)s1	-5%	18µM*	-1%

3 entries from above, ordered by molar mass, rising.
SMILES	N370S GC mod	KAT2A inh	FEN1 inhibitor
CSc1ccccc1NC(=O)Cc1ccccc1[N+](=O)[O-]	0%	4%	16%
Cc1cc(NC(=O)Nc2c[nH]c(=O)[nH]c2=O)ccc1Br	-5%	-3%	?
CCC1(CC)C(=O)C2=C3C1[C@H](C(=O)OC)CC(C(=O)OC)C[C@H]3[C@H]1C(=O)N(c3ccccc3)C(=O)[C@H]1[C@H]2C (stereo partly drawn)	5%	.	13%&-15%

Next records:
SMILES	N370S GC mod	KAT2A inh	FEN1 inhibitor
Cc1ccc(C(=O)N/C(=C\c2cccs2)C(=O)N2CCN(C)CC2)cc1C	-7%	-21%	-7%
Cc1cc(C)c(S(=O)(=O)N2CCN(C(=O)CCOc3ccccc3C)CC2)c(C)c1	.	1%	-1%
CCOC(=O)c1cc2c(ccn2C)n1CC(=O)N(CC)CC	-4%	-4%	-5%
COc1ccccc1/C=C(\C)C(=O)c1c(C)cc(C)[nH]c1=O	-3%	-11%	2%
CCCOc1ccc(-c2cc3onc(-c4ccccc4)c3c(=O)n2C)cc1	.	2%	17%
Cc1cc(C)c(NC(=O)CSc2nnc(Cc3cccn3C)n2-c2ccc(F)cc2)c(C)c1	-5%	16%	-8%
Cc1ccc(N2C(=O)CS/C2=N\C(=S)Nc2ccccc2)cc1	13%	2%	6%
O=C(Cn1c(=O)c2ccccc2n(CC(=O)Nc2ccccc2F)c1=O)NCCc1ccccc1	.	-11%	-15%
Cc1ccc(NC(=O)CN(C)C(=O)c2ccc(OCc3c(C)noc3C)cc2)cc1	0%	2%	0%
CC12CCC(C(=O)N3CCN(c4ncccn4)CC3)(c3nc4ccccc4nc31)C2(C)C (stereo not drawn)	12%	0%	-9%
C=CCSc1nnc(NC(=O)c2cn(CC)c3nc(C)ccc3c2=O)s1	-1%	2%	1%
CCOC(=O)C1(Cc2cccc(F)c2)CCN(C(=O)c2cnccn2)CC1	-1%	3%	-4%
COC(=O)C(Cc1c[nH]c2ccccc12)NC(=O)COc1ccc(Cl)cc1Cl (stereo not drawn)	.	-1%	?
COc1ccc(CSc2nnc(SCc3ccc([N+](=O)[O-])cc3)s2)cc1	0%	13%	-18%
O=C(Cc1c[nH]c2ccccc12)N/N=C/c1ccc(F)cc1	2%	0%	-1%
CCOC(=O)c1c(C)[nH]c(C)c1S(=O)(=O)N1CCCC(C(=O)Nc2ccc(F)cc2F)C1 (stereo not drawn)	.	20%	-2%
CC(C)Oc1ccc(CCN=C(N)N=C(N)N)cc1Cl	-2%	2%	23%
N#CC(C#N)=NNc1ccc([N+](=O)[O-])cc1	-13%	1%	11%
COc1ccc(C(=O)NCc2cccnc2)cc1Br	9%	-1%	-1%
CC1CCCC(NC(=O)COC(=O)c2ccc(Cl)nc2)C1C (stereo not drawn)	.	-7%	-12%
COC(=O)c1sccc1NC(=O)c1ccc(Cl)cc1	-1%	-16%	-18%
COC(=O)CSc1nc2cc(OC)ccc2cc1C#N	-6%	-4%	-16%
O=C(NC1CCCC1)C1CCC(CNS(=O)(=O)c2cccs2)CC1 (stereo not drawn)	1%	0%	-5%
CC(=O)NC(=S)c1c(N)n(Cc2ccccc2)c(=O)n(C)c1=O	4%	-7%	.
COCCNC(=O)CCCn1c(SCC(=O)c2ccc(F)cc2)nc2c(sc3ccccc32)c1=O	.	2%	0%
O=C(NC(=S)Nc1ccc2[nH]c(=O)[nH]c2c1)c1cc(Br)ccc1Cl	2%	-4%	-17%

Entries of single compounds from above. Screens in order: N370S GC mod | KAT2A inh | FEN1 inhibitor
Listed for COC(=O)CSc1nc2cc(OC)ccc2cc1C#N = -6% | -4% | -16%
Listed for CCOC(=O)C1(Cc2cccc(F)c2)CCN(C(=O)c2cnccn2)CC1 = -1% | 3% | -4%
Listed for COc1ccc(CSc2nnc(SCc3ccc([N+](=O)[O-])cc3)s2)cc1 = 0% | 13% | -18%

From PubChem
